S2 tox – reduces viability in counter-screen for ATXN expression inhibitors; S2 cells (HEK-293 line with an ATXN2-luciferase reporter) viability, CellTiter-Fluor protease fluorescence, 24 h; Potency, µM (titrated, usually from 56.7 µM), most hits filed as cytotoxic; 0.49% of 400,000 active; AID 651635; further: potency means the concentration at half of the fitted maximal effect; nearly all actives have a fitted effect of over 40% in size
HT1080NT lethal – kills 2HG-producing HT-1080-NT fibrosarcoma cells | HT-1080-NT fibrosarcoma viability, CellTiter-Glo ATP luminescence, 48 h | Potency, µM (top dose mostly 46.1 µM), for inactives: top-dose activity, negative = less viability, usual class: cytotoxic | 1.6% of 360,000 active;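 further: NT is the 2HG producing partner of a matched IDH1 knockdown line; potency means the concentration at half of the fitted maximal effect; 0% = DMSO-treated cells and -100% = media-only wells without cells; nearly all actives have a fitted effect of over 55% in size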
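Toxicity toward the 2HG-producing NT line was scored as %Activity, normalised to DMSO and no-cell wells, from CellTiter-Glo luminescence after 48 hours' treatment.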
IL-1B inflam inh – inflammasome signaling inhibition, IL-1 beta readout | THP-1 LPS/ATP IL-1B secretion, AlphaLISA, 16 h; stronger effect = lower value | activity change, % at 57.5 µM | 4.7% of 360,000 active | AID 743279; in the data active means activity change below about -50%; inconclusive means mostly about -30% to -49%; further: on the % scale 0 is the no-effect control and ±100 the full control effect
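THP-1 cells pretreated 1 hr with compounds (up to 57.5 uM final), then stimulated with LPS (250 ng/mL final) plus ATP (1.25 mM final); secreted IL-1B measured by AlphaLISA after 16 hr, decreased signal indicating inhibition.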
MCF10A rerep – inducers of DNA re-replication in MCF 10A breast cells; Potency, µM (doses to about 46.1 µM), inactives show at the highest dose activity, positive = re-replication, most hits filed as activators; 2.9% of 350,000 active; MCF 10A DNA re-replication, Hoechst nuclear intensity, 48 h; further: potency means the concentration at half of the fitted maximal effect; % of control where 0% means no effect; nearly all actives have a fitted effect of over 50% in size
ATXN2 expr inh – ATXN2 expression inhibition. 0.72% of 360,000 active. Potency, µM (highest dose often 57 µM), inactives show top-dose activity change, negative = inhibition, hits mostly inhibitors. HEK-293 ATXN2-luciferase reporter, luminescence, 24 h; further: potency means the concentration at half of the fitted maximal effect; on the % scale 0 is the no-effect control and ±100 the full control effect; nearly all actives have a fitted effect of over 55% in size
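qHTS (up to 57 uM final) was run with 24 h compound exposure of reporter cells at 37 °C. Each well was multiplexed: SteadyGlo luminescence measured ATXN2-luciferase expression after a fluorogenic Gly-Phe-AFC viability readout (25 uM final).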
SW480 rereplic – DNA re-replication induction in SW480 cells; SW480 DNA re-replication, Hoechst DNA content imaging, 48 h; 1.8% of 340,000 active; Potency, µM (doses to about 46.1 µM), for inactives: top-dose re-replication activation, usual class: activators; further: potency means the concentration at half of the fitted maximal effect; % of control where 0% means no effect; nearly all actives have a fitted effect of over 55% in size
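SW480 cells exposed to compounds for 48 hr at 37 C, 5% CO2, then Hoechst-stained 40 min. Nuclear DNA content imaged by fluorescence scanning (405 nm excitation, 500-530 nm emission); re-replication scored as increased high-intensity nuclei.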
HT1080 IDH1KD tx – toxicity to HT-1080 IDH1 knockdown cells (counter line). Potency, µM (highest dose often 46.1 µM), for the others: at the top dose activity, negative = toxicity, usual class: cytotoxic. 2% of 360,000 active. AID 686971. HT-1080 IDH1 knockdown viability, ATP luminescence, 48 h;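 further: potency means the concentration at half of the fitted maximal effect; 0% = DMSO wells and -100% = cell-free medium wells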
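IDH1KD HT-1080 cells, 750/well, RPMI + 5% FBS; compound pinned after 2 h settling; 48 h, 37 °C; CellTiter-Glo luminescence; % activity normalised to DMSO and no-cell wells; curves fitted, classed by r2 and efficacy.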
KB-3-1 cytotox – KB-3-1 parental cell cytotoxicity | 1.4% of 400,000 active | Potency, µM (titrated, usually from 46.1 µM), without a hit: at the top dose activity change, negative = cytotoxic, hits mostly cytotoxic | KB-3-1 viability, CellTiter-Glo ATP luminescence, 72 h | AID 1347075; further: potency means the concentration at half of the fitted maximal effect; on the % scale 0 is the no-effect control and ±100 the full control effect; nearly all actives have a fitted effect of over 60% in size
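Cells are dispensed, compounds pinned in, plates held at 37 °C for 72 h, then CellTiter-Glo is added and luminescence read after 10 minutes. Cell line: parental KB-3-1 in phenol-red-free DMEM, 10% FBS.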
HepG2 viability – counter-screen for TGF-b inhibitors: cytotoxicity in HepG2 cells | HepG2 CAGA-GFP viability, ATP luminescence, 18 h | Potency, µM (series often up to 46.1 µM), for inactives: at the top dose activity change, negative = cytotoxicity, hits mostly cytotoxic | 0.76% of 410,000 active | AID 588856; further: potency means the concentration at half of the fitted maximal effect; some results filed as inactive show a strong effect at the top dose
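HepG2 CAGA-GFP cells (1000/well, DMEM with 1% FBS) received compound, then TGF-beta at 500 pg/mL final, and were incubated 18 hours at 37 degrees C. Viability was read by CellTiter-Glo luminescence. Media-only wells were set as complete cell-killing and DMSO as no toxicity.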
* hit, by the source's call; i = inactive; ? = inconclusive; . = not tested or not shown; & = joins results of further samples; [ ] = remark or other dose. Unless noted, the call rests on the fitted dose curve; in most records, active means well fitted curve in the direction sought with a large enough effect; inconclusive means small, poorly fitted or top-dose-only effect, or another doubt; inactive means no such curve, though single readings can be large; an effect the other way counts as inactive or inconclusive.

Results follow in this order: S2 tox, HT1080NT lethal, IL-1B inflam inh, MCF10A rerep, ATXN2 expr inh, SW480 rereplic, HT1080 IDH1KD tx, KB-3-1 cytotox, HepG2 viability
COc1ccccc1C(=O)Nc1nc2ccc(S(=O)(=O)N3CCCC3)cc2s1
    i, ., ., ., 3%, ., ., 1%, 18%
Cc1ccc(/C=N/NC(=O)C[n+]2ccccc2)s1
    i, 10%, 3, -2%, 30%, -3%, -2%, -14%, -26%
C/C(=N/N1CCN(Cc2cccc3ccccc23)CC1)c1cccnc1
    i, -14%, 0, 0%, -18%, 2%, -7%, -11%, -3%
O=C(CCN1C(=O)c2ccccc2C1=O)N1CCC(c2ccccc2)C1 (stereo not given)
    i, 8%, 12, 7%, 9%, -13%, 7%, 2%, -15%
CC[C@H](C)[C@@H](CN[C@H](CCCCNC)CNC)NCC1CCCC1
    i, 7%, -3, -3%, 10%, -6%, 4%, 0%, 1%
O=S(=O)(c1ccc(Oc2ccccc2)cc1)N1CCOCC1
    i, -1%, 0, -5%, 2%, -1%, -3%, -27%, -7%
C[C@H](CO)N1C[C@H](C)[C@H](CN(C)C(=O)Nc2ccc(C(C)(C)C)cc2)OCc2cnnn2CCCC1=O
    i, 1%, 7, ., -2%, ., -1%, 13%, -38%
Fc1c(CSC(=S)N2CCOCC2)cccc1CSC(=S)N1CCOCC1
    i, 2%, -3, 12%, -26%, -12%, 2%, ?, 5%
COc1ccc(C(=O)OCCN=C2NS(=O)(=O)c3ccccc32)cc1OC
    i, 6%, 9, -2%, 5%, -9%, -9%, 5%, -2%
Cc1cc([N+](=O)[O-])nn1Cc1ccc(C(=O)N/N=C/c2ccc(N(C)C)cc2)cc1
    ?, -1%, -5, 1%, -28%, -8%, -20%, -11%, 10%
CCOC(=O)Cc1c[nH]c2ccc([N+](=O)[O-])cc12
    i, 1%, 26, 6%, 5%, 1%, 9%, 8%, -14%
CS(=O)(=O)Nc1ccc(-c2cnc3cccnn23)cc1
    i, 8%, 1, ., 50%[activator], ., 3%, 0%, 0%
Cc1ccc2[nH]c(=O)c(COC(=O)C3CCCO3)cc2c1 (stereo not given)
    i, 14%, -14, 21%, -2%, -2%, 12%, ?, 4%
CCN(CC)S(=O)(=O)c1ccc(NC(=O)CN(c2ccc(OC)cc2OC)S(C)(=O)=O)cc1
    i, -5%, -19, 14%, -26%, -1%, -2%, -8%, -31%
O=C(CCN1CCOCC1)NC12CC3CC(CC(C3)C1)C2
    ?, -1%, 1, 1%, ., -51%, 2%, 4%, 3%

More results
Results follow in this order: S2 tox, HT1080NT lethal, IL-1B inflam inh, MCF10A rerep, ATXN2 expr inh, SW480 rereplic, HT1080 IDH1KD tx, KB-3-1 cytotox, HepG2 viability
COc1cccc(NC(=O)CSc2nc3c(c(=O)n2C)SC(C)C3)c1 (stereo not given)
    i, 0%, 16, 0%, -18%, -10%, -1%, -7%, -10%
CC1CCCCN1C(=O)CSc1nnc(Cc2ccccc2)n1C (stereo not given)
    i, 14%, 7, 5%[9.22 µM], 6%, -3%[9.22 µM], 20%, 9%, 0%
CCn1cc(C(=O)N2CCCC2)c(=O)c2cc(S(=O)(=O)N(C)C)ccc21
    i, -5%, ?, -3%, -1%, 4%, -2%, -21%, -18%
O=c1c(-c2ccc(O)cc2)coc2cc(O)cc(O)c12
    i, -3%, -3, 0%, 93%&174%[activator], ?, -1%, -1%, -6%
CC[n+]1c(/C=C2/C=C(C)CC(C)(C)C2)sc2ccc(OC)cc21
    ., 21µM*, -112*, 16µM*, ?, ?, ?, 21µM*, -33%
O=C(c1cccc(S(=O)(=O)N2CCN(c3ccc(F)cc3)CC2)c1)N1CCN(c2ccccc2O)CC1
    i, -7%, ?, 0%, -36%, 11%, -25%, 0%, -26%
CC(OC(=O)CC1CCCCC1)C(=O)Nc1ccc(F)cc1 (stereo not given)
    i, -2%, -2, 4%, -2%, -112%[inhibitor], 1%, -1%, 1%
Cn1c(SCc2nnc(-c3ccccc3)o2)nc2ccccc21
    ?, 1%, 0, -1%, -18%, -2%, 5%, 12%, 11%
COC(=O)CCc1c(C)c(C(=O)c2ccco2)c2ccccn12
    i, -1%, ?, 0%, 2%, -3%, -3%, 2%, -16%
COc1ccc(S(=O)(=O)N2CCC(N3CCN(Cc4ccccc4)CC3)CC2)cc1
    i, 6%, -26, 5%, -21%, -3%, 1%, -7%, -3%
Cc1cc(SC#N)cc(C)c1NC(=O)CCl
    ?, 18µM*, -64*, ?, -9%, ., 23µM*, -20%, 11µM*
Fc1ccc(Cn2cc(C(=S)N3CCOCC3)c3ccccc32)cc1
    i, -1%, 2, -16%, -1%, 3%, -3%, 0%, -18%
O=C(c1ccc(Br)cc1)N1CCCC(c2nc(-c3cccs3)no2)C1 (stereo not given)
    i, ?, 20, 2%, -29%, 1%, 4%, 3%, -16%
CC(=O)N1CCCc2cc(S(=O)(=O)NCCC3=CCCCC3)ccc21
    i, -9%, 23, 2%, -10%, 1%[9.22 µM], ?, -12%, -29%
c1coc(Cn2c(-c3ccco3)nc3ccccc32)c1
    i, -3%, 12, ?, 32%[activator], -9%, -3%, -4%, -13%

Further records
Results follow in this order: S2 tox, HT1080NT lethal, IL-1B inflam inh, MCF10A rerep, ATXN2 expr inh, SW480 rereplic, HT1080 IDH1KD tx, KB-3-1 cytotox, HepG2 viability
O=C(O)c1cc2ccccc2cc1Nc1ccccc1
    i, -7%, 28, 7%, -11%, ?, -3%, 4%, -4%
CC(C)CN1CCc2nc(Nc3ccc(F)cc3F)ncc2C1
    i, ., ., ., 18%, ., ., 6%, -13%
CC(=O)Nc1cc(-c2ccccc2)nn1Cc1cccc(Cl)c1
    i, ., ., ., -16%, ., ., 6%, -22%
COc1ccc(Cc2nnc(Nc3ccc(C)cc3)o2)cc1OC
    i, -6%, -24, -5%, ., 1%, ?, -2%, -20%
O=C(CSc1ncccn1)NCc1ccccc1
    i, 10%, 10, 5%, 36%, 11%, 18%, 11%, 5%
O=S(=O)(Cc1ccccc1)N=Nc1c(O)[nH]c2ccc(Br)cc12
    i, -4%, 76, ?, -4%, ?, -3%, -10%, 0%
COC(=O)c1ccc(CCc2cc(O)c(Br)cc2O)cc1
    ?, -29%, -79*, ?, ?, ?, -28%, ?, -29%
Cc1ccc(N(CC(=O)Nc2ccc(F)cc2)S(=O)(=O)N2CCCC2)cc1
    i, -6%, -15, -3%, 8%, -3%[9.22 µM], -5%, 6%, 1%
COC(=O)[C@@H]1C[C@@]2(O)[C@H](O)[C@H](O)[C@H](O)C[C@H]2N1Cc1ccc(-c2ccccc2)cc1
    i, 0%, -71*, 0%, 1%, -28%, 4%, 2%, -49%
Cc1ccc(C(=O)OCC(=O)Nc2ncc(C(F)(F)F)cc2Cl)cc1NC(=O)c1ccco1
    ?, 4%, 13, 5%, 5%, -6%, 3%, -3%, 5%
CC(C)n1c(N2CCN(C(=O)Nc3ccc(F)cc3F)CC2)nc2ccccc21
    ?, 18%, ?, 1%, -8%, -1%, 7%, 10%, -1%
Cc1ccc(NC(=O)c2cc(-c3ccc(C)c(C)c3O)n[nH]2)cc1C
    i, -6%, -14, 13%, -10%, 11%, -12%, 7%, 0%
COCCN(Cc1ccc(C)cc1)C(=O)[C@H]1O[C@@H](n2cnc3c(N)ncnc32)[C@H](O)[C@@H]1O
    i, 17%, 0, ., 5%, ., 20%, 0%, 2%
Cc1ccc(S(=O)(=O)N2CCN(C)CC2)cc1[N+](=O)[O-]
    i, 12%, 11, 0%, -28%, 2%, -19%, 1%, 1%
COc1cc(/C=N/N(C)c2ccccc2)cc(Cl)c1O
    i, ?, 0, 20%, 29%, 2%, ?, ?, -59%

Other compounds:
Results follow in this order: S2 tox, HT1080NT lethal, IL-1B inflam inh, MCF10A rerep, ATXN2 expr inh, SW480 rereplic, HT1080 IDH1KD tx, KB-3-1 cytotox, HepG2 viability
Cc1ccc(-n2c(=O)c3c(C)c(C)sc3n(Cc3cc(=O)n4ccccc4n3)c2=O)cc1C
    ?, -8%, -19, 1%, -8%, 11%, -1%, ?, -13%
O=C(CSc1ccc(-c2ccccn2)nn1)c1ccccc1
    i, -23%, 80, 28%, -39%, 28%, ?, ?, 12%
Cc1cc(C)c(S(=O)(=O)N2CCN(C)CC2)c(C)c1
    i, 8%, 16, -4%, -7%, -5%, -1%, 6%, -1%
Cc1[nH]c2ccccc2c1SCC(=O)N1CCCCCC1
    i, 9%, ?, ?, 6%, -24%, 8%, -10%, -2%
ON(CCc1ccccn1)CCc1ccccn1
    i, 3%, 11, 4%, 20%, 0%, 16%, -14%, 0%
Cc1cccc(NC(=O)C2CCN(S(=O)(=O)c3ccc(F)cc3)CC2)c1C
    i, ., ., ., -4%, ., ., 1%, -28%
COCCCN1C(=O)CC(C(=O)OC)=C1C
    i, 12%, 1, ?, -15%, -1%, 4%, -3%, -3%
C/[N+]([O-])=C\c1ccc([N+](=O)[O-])o1
    i, ?, ?, 14%, -30%, 15µM*, ?, ?, -38%
CC1CC(=O)N(Cc2ccccc2)c2ccccc2N1C=O (stereo not given)
    i, 5%, 12, -2%, -4%, -1%, -2%, -2%, 3%
CC(C)C(=O)N1CCC1(C)C(=O)Nc1ccc2[nH]ccc2c1 (stereo not given)
    i, 4%, 0, ., 13%, ., 3%, 0%, -2%
O=C(N/N=C/c1cccnc1)c1ccc(CN2c3cccc4cccc(c34)S2(=O)=O)cc1
    i, -27%, -21, -24%, -26%, 0%, ?, -2%, -18%
O=C(COC(=O)c1ccccc1[N+](=O)[O-])Nc1cccnc1Cl
    i, 15%, 9, 22%, 11%, -94%[inhibitor], 7%, -1%, -4%
